CCHF vOTU inh = CCHFV vOTU protease inhibitors, primary screen, biochemical, Pep-AMC substrate, fluorescence. 370,000 compounds, 0.55% hits. inhibition, % at 11.5 µM. AID 651958, 2012; in the data active = inhibition above about 30%; also: 0% = vehicle wells with enzyme and 100% = no enzyme wells
BoNT-F LC inh = BoNT/F light chain protease inhibitors, primary screen, biochemical, flow cytometry, MLPCN library; Botulinum neurotoxin type F light chain protease (Clostridium botulinum); Multiplex microsphere protease cleavage assay; inhibition, % at 10 µM; 360,000 compounds, 0.22% hits; in the data active = inhibition above about 35%, passing the limit was not always enough; inconclusive = no clear call, values can overlap the other calls; also: plate controls were buffer without enzyme for full effect and enzyme alone for no effect
DUSP3 inh = VHR1 phosphatase inhibitors, primary screen, biochemical, absorbance, uHTS. Dual specificity protein phosphatase 3 (Homo sapiens), P51452. recombinant VHR phosphatase, pNPP absorbance. inhibition, % at 13.3 µM. 290,000 compounds, 0.52% hits; in the data active = inhibition above about 50%; also: some compounds called inactive have numbers as strong as hits
Target sequence (P51452 whole entry, looked up): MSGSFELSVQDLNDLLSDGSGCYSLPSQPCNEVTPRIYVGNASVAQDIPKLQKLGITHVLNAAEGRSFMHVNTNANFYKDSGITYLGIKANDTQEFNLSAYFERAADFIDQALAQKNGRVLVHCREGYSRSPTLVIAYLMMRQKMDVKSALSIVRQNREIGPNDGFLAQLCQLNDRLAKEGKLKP
PrPC surface inh = inhibitors of human cell surface prion protein PrPC, primary screen, cell-based, TR-FRET; Major prion protein (Homo sapiens), P04156; TR-FRET read-out; inhibition, % at 13.8 µM; 370,000 compounds, 0.43% hits; in the data active = inhibition above about 24%; also: 0% = median of the test wells and 100% = reference compound wells
Rv3671c inh = Rv3671c serine protease inhibitors, primary screen, biochemical, fluorescence polarization, M. tuberculosis H37Rv. P9WHR9. inhibition, % at 5.96 µM. 320,000 compounds, 0.048% hits. AID 2606, 2010; in the data active = inhibition above about 38%;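 also: extracellular domain of Rv3671c used as enzyme; 0% = enzyme with DMSO and 100% = no enzyme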
Target sequence (P9WHR9 whole entry, looked up, the tested form may be a part): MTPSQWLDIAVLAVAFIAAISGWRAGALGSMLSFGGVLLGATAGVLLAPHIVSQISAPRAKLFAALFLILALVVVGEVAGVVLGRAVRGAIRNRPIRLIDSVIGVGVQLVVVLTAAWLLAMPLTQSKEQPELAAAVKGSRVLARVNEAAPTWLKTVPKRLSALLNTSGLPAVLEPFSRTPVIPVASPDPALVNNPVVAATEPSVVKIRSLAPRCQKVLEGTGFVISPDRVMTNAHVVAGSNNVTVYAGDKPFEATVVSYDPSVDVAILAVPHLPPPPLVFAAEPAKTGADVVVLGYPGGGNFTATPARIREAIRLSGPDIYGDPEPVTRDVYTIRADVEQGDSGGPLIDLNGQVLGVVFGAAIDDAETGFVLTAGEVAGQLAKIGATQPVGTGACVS
MazEF act = activators of E. coli MazEF toxin-antitoxin RNase, primary screen, biochemical, fluorescence, uHTS | Endoribonuclease toxin MazF (Escherichia coli (strain K12)), P0AE70 | FAM/BHQ RNA-DNA oligo cleavage fluorescence, 5 h | activation, % at 20 µM | 350,000 compounds, 0.32% hits; in the data active = activation above about 50%
Target sequence (P0AE70 whole entry, looked up): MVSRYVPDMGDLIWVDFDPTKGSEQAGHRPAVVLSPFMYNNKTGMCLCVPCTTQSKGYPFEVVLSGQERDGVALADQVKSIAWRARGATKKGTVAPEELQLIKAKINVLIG
3CLpro inhibitor = SARS-CoV 3CLpro protease inhibitors, primary screen, biochemical, quenched FRET; Replicase polyprotein 1ab (Severe acute respiratory syndrome coronavirus), P0C6X7; 290,000 compounds, 0.14% hits; inhibition, % at 6 µM; recombinant SARS-CoV 3CLpro, quenched FRET peptide cleavage; in the data active = inhibition above about 12%
Anthrax LF inh2 = Bacillus anthracis LF protease inhibitors, primary screen, biochemical, multiplex microsphere, MLPCN library. Lethal factor (Bacillus anthracis), P15917. multiplex microsphere protease cleavage assay. inhibition, % at 10 µM. 360,000 compounds, 0.12% hits. AID 588501, 2011; also: plate controls were buffer without enzyme for full effect and enzyme alone for no effect
BoNT A protease = BoNT/A light chain protease inhibitors, primary screen, biochemical, flow cytometry, MLPCN library | multiplex microsphere protease substrate cleavage | AID 588499, 2011 | inhibition, % at 10 µM | Botulinum neurotoxin type A light chain protease (Clostridium botulinum A str. ATCC 3502) | 360,000 compounds, 0.17% hits; also: plate controls were buffer without enzyme for full effect and enzyme alone for no effect
PriA SSB inh = inhibitors of Klebsiella pneumoniae PriA binding to SSB C-terminal tail, primary screen, biochemical, AlphaScreen; AID 1272365, 2023; PriA–SSB C-terminal tail interaction (Klebsiella pneumoniae); 430,000 compounds, 0.6% hits; AlphaScreen SSBct-PriA binding, biotinylated peptide; inhibition, % at 33 µM; in the data active = inhibition mostly above about 37%, no sharp cut-off; inactive = mostly below about 20%;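 also: plate controls were negative control peptide for no effect and reference peptide for full effect; strong numbers were not always called active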
* marks the source's active call; other numbers are inactive results; ? = inconclusive; . = not tested or not shown; & = joins results of further samples. Rule as the data show it, unless noted: active = inhibition above about 30%; inconclusive = no clear call, values can overlap the other calls; inactive = below that.

cpd	mol	CCHF vOTU inh	BoNT-F LC inh	DUSP3 inh	PrPC surface inh	Rv3671c inh	MazEF act	3CLpro inhibitor	Anthrax LF inh2	BoNT A protease	PriA SSB inh
1	CCOC(=O)N1CCN(CC(=O)Nc2ccc([N+](=O)[O-])cc2C(=O)Nc2ccccc2F)CC1	-2	-3	-2	-22	1	-2	1	0	0.0	-2
2	COCCCn1c(SCC(=O)NC2CCCC2)nnc1-c1cccs1	0	-21	-3	8	6	-1	3	6	-3.6	-13
3	Oc1c(Cl)cc(Cl)cc1C=Nc1ccc(Br)cc1	4	-1	26	11	3	0	0	0	-0.3	2
4	CC12CCC(C(=O)NCCN3CCCCC3)(CC1=O)C2(C)C (centres undefined)	-6	0	0	-5	-9	6	-1	-4	-0.6	-1
5	Cc1ccc(CNC(=O)c2ccc(CS(=O)Cc3cccc(Cl)c3)o2)cc1 (centres undefined)	13	2	-15	7	-11	0	1	-1	0.7	1
6	CCOc1cccc2sc(=NC(=O)CCS(=O)(=O)c3ccc(F)cc3)n(C)c12	-9	5	.	-1	-14	6	.	2	-0.5	-3&-2
7	CCCCCCCCN1C(=O)[C@H](CC(=O)NCc2ccc(OC)c(OC)c2)C[C@@]2(C(=O)OCC)CCCC=C12	39*	-2	.	13	.	.	.	-3	-0.7	.
8	CCN(Cc1ccccc1)c1cc2c(c3c1ccn3C)C1CCC2O1 (centres undefined)	13	-15	.	-6	.	.	.	-5	-1.2	.
9	Cc1ccc(NC(=O)CC(NC(=O)c2ccccc2Cl)c2ccccc2)nc1 (centres undefined)	2	-4	.	4	-7	-2	.	-10	0.5	-3
10	COc1ccc(NC(=O)NC2CCCCCCC2)cc1OC	18	7	32	-10	-3	5	-6	-4	5.2	-9
11	Cc1ccc(OCn2c(=O)sc3ccccc32)cc1	.	-11	-2	.	1	-4	4	-3	-1.9	-87
12	CC(C)Oc1ccc(C(=O)NNC(=O)c2ccccc2C(=O)O)cc1	3	-3	18	-2	-16	0	-3	1	-0.5	-4
13	Cc1ccc([N+](=O)[O-])cc1S(=O)(=O)Nc1cccc(S(=O)(=O)Nc2ccccc2C(=O)O)c1	21	0	.	2	12	-4	.	-5	1.7	0
14	CC(=O)Cn1ncc(N2CCCCC2)c(Cl)c1=O	5	-12	20	6	-1	-16	2	-2	-0.1	-2
15	Cn1nc(C(C)(C)C)c(NC(=O)c2ccc(F)cc2)c1C(C)(C)C	-14	.	-26	3	2	5	0	.	.	-4
16	CCC(C)c1ccc(NC(=S)NCc2ccccn2)cc1 (centres undefined)	6	-2	29	-4	-5	3	0	-12	-1.1	11
17	CC1CN(C(=O)c2cc3c(=O)n4ccccc4nc3n2C)CC(C)O1 (centres undefined)	-386	-1	-1	-8	-8	3	2	1	1.3	7
18	CC(Oc1ccc(Cl)cc1)C(=O)N(C)CC(=O)Nc1ccc(N2CCOCC2)cc1 (centres undefined)	-6	7	-11	-3	-3	1	1	2	2.6	1
19	COc1cc(/C=N/N=C2/NC(=O)C(Cc3ccccc3)S2)ccc1O (centres undefined)	7	-5	-3	5	9	29	4	0	0.1	.
20	C=CCn1c(SC(CCO)C(=O)NCc2ccco2)nc2sc3c(c2c1=O)CCC3 (centres undefined)	5	16	19	3	-14	-5	-4	6	0.6	6&-6
21	CCSC1=N/C(=C\c2ccc(-c3ccccc3[N+](=O)[O-])o2)C(=O)S1	23	-8	-11	-5	-3	-2	-14	0	4.0	9
22	COc1ccc(OCc2cc(C(=O)N3CCN(CC4CC4)CC3)no2)c(Cl)c1	-3	.	13	-8	2	-10	8	.	.	1
23	O=C(NNC(=O)c1c(O)c2ccccc2[nH]c1=O)c1ccccc1	1	-20	23	-5	1	8	0	3	-2.5	-19
24	COc1ccc(C(=O)N2CCN(c3ccccc3)CC2)cc1S(=O)(=O)N1CCOCC1	-2	0	31	0	-1	13	-2	2	2.9	-1
25	CC(C)N(C(=O)Cn1c(-c2ccccc2Cl)nc2ccccc21)c1ccccc1	1	-8	1	2	1	2	-4	-2	-0.9	5
26	Cc1c(NC(=O)OC(C)C)sc(=S)n1C	-6	-2	35	1	0	0	-2	-3	-0.3	1
27	O=c1[nH]n(-c2ccccc2Cl)c(=O)c2ccccc12	-11	13	-10	5	-4	4	-3	7	-1.0	-9
28	COCCC(=O)N1CCC(Oc2ccc(C(=O)NCCC3=CCCCC3)cc2)CC1	9	1	-31	-6	-2	6	-2	-2	1.4	-1
29	CC(/C=N/N1CCN(c2ccccc2)CC1)=C\c1ccccc1	.	-10	13	.	5	-6	5	-5	-1.4	.
30	CC1=CC(=Nc2c(C)n(C)n(-c3ccccc3)c2=O)C=C(C)C1=O	1	-4	-4	-1	3	-8	2	1	-0.6	8

cpd	mol	CCHF vOTU inh	BoNT-F LC inh	DUSP3 inh	PrPC surface inh	Rv3671c inh	MazEF act	3CLpro inhibitor	Anthrax LF inh2	BoNT A protease	PriA SSB inh
31	CC(NC(=O)CSc1nnc(-c2cccnc2)n1N)c1ccccc1 (centres undefined)	-1	-3	11	2	0	5	5	-4	-0.3	3
32	CC(/C=N/NC(=O)c1nnn(-c2nonc2N)c1C(C)C)=C\c1ccco1	14	7	-22	-6	3	-5	-3	-2	1.6	.
33	Cc1ccc(CNC(=O)c2ccc(CN3CCOCC3)cc2)cc1	-10	2	38	0	4	2	-3	-10	-0.4	-16
34	Cc1nn(CCCC(=O)Nc2cc(Oc3ccccc3)cc([N+](=O)[O-])c2)c(C)c1[N+](=O)[O-]	10	-12	22	-4	-35	4	-3	-4	-0.7	-3
35	CCC1CCC(NC2CCCCNC2=O)CC1 (centres undefined)	-6	6	-5	5	-2	-1	0	-2	1.2	6
36	FC(F)(F)c1cc(CCN2CCNC[C@H]2Cc2cccc3ccccc23)cc(C(F)(F)F)c1	18	-27	.	-7	-3	-4	.	-9	-0.1	15
37	CCOC(=O)C1(C)CCCN(C(=O)c2cc(C)on2)C1 (centres undefined)	-13	-1	.	-2	.	.	.	-4	-0.2	.
38	CCOC(=O)c1c(NC(N)=O)nc2n1CCC2	2	1	34	1	-2	-2	-2	1	0.4	2
39	Cc1cc(C)c(OCC(=O)Nc2ccccn2)c([N+](=O)[O-])c1	-3	-5	-11	2	-12	-1	-1	1	-0.2	2
40	CC(=O)c1ccc(OCCNS(=O)(=O)c2ccc(-n3cnnn3)c(C)c2)cc1	5	3	7	7	6	1	3	-3	-0.9	6
41	Cc1ccc(NC(=O)N(C)c2ccccc2)cc1	4	0	14	-2	.	1	1	4	-0.9	-1
42	COc1cccc(CC(=O)OCC(=O)NC(=O)c2ccc(OC(F)F)cc2)c1	-3	-1	.	-10	9	2	.	-1	-5.3	-7
43	Cc1cccc(NC(=O)c2ccc(NCC3CCCO3)c([N+](=O)[O-])c2)n1 (centres undefined)	14	-4	18	-29	9	7	-2	-6	-1.0	5
44	Nc1ccc2nc(-c3ccc(N)c(Cl)c3)[nH]c2c1	-142	-27	8	5	29	13	-1	-10	-0.1	44*
45	COc1ccc(S(=O)(=O)N(CC(=O)NN=C2CCN(C)CC2)c2ccc(C)cc2)cc1OC	-1	?	6	-5	-11	1	0	?	?	-1
46	Cc1c(C(=O)NCc2cccc(C(F)(F)F)c2)sc(=O)n1Cc1ccc(F)cc1	6	-3	.	4	.	.	.	-10	-0.1	.
47	COc1ccc(CCN2CC34C=CC(O3)C(C(=O)NCc3ccccc3)C4C2=O)cc1OC (centres undefined)	2	6	14	-11	-4	-1	-1	-7	-0.6	-12
48	CN(C)S(=O)(=O)c1ccc(Cl)c(NC(=O)CN2C(=O)NC3(CCCC3)C2=O)c1	2	0	21	-6	8	2	2	-1	-1.9	0
49	Cc1ncc([N+](=O)[O-])n1CCOC(N)=O	9	?	29	-14	1	3	1	3	-1.5	-17
50	Cc1ccc2nc(NC(=O)CSc3nc(=O)n(CCN(C)C)c4c3CCCC4)sc2c1	1	-10	.	-8	-8	-4	.	-2	-3.2	3
51	CN(C)CC[C@@H](c1ccc(Br)cc1)c1ccccn1	-6	6	.	8	-2	4	.	-4	0.5	-7
52	Cc1ccc(N2NC(C)(c3cccs3)NC2=S)cc1 (centres undefined)	3	-2	7	2	8	7	4	0	-0.6	-6
53	CCN(CC(=O)Nc1ccccc1C(F)(F)F)C(=O)CN1C(=O)NC2(CCCC2)C1=O	-5	?	.	4	0	3	.	2	-2.4	0
54	COc1cc(/C=N/Nc2ccc3ccccc3c2)ccc1OC(=O)c1ccco1	17	-6	8	6	4	6	5	-1	2.2	.

Part of the list above in order of length of the SMILES, high to low:
cpd	mol	CCHF vOTU inh	BoNT-F LC inh	DUSP3 inh	PrPC surface inh	Rv3671c inh	MazEF act	3CLpro inhibitor	Anthrax LF inh2	BoNT A protease	PriA SSB inh
7	CCCCCCCCN1C(=O)[C@H](CC(=O)NCc2ccc(OC)c(OC)c2)C[C@@]2(C(=O)OCC)CCCC=C12	39*	-2	.	13	.	.	.	-3	-0.7	.
1	CCOC(=O)N1CCN(CC(=O)Nc2ccc([N+](=O)[O-])cc2C(=O)Nc2ccccc2F)CC1	-2	-3	-2	-22	1	-2	1	0	0.0	-2
48	CN(C)S(=O)(=O)c1ccc(Cl)c(NC(=O)CN2C(=O)NC3(CCCC3)C2=O)c1	2	0	21	-6	8	2	2	-1	-1.9	0
24	COc1ccc(C(=O)N2CCN(c3ccccc3)CC2)cc1S(=O)(=O)N1CCOCC1	-2	0	31	0	-1	13	-2	2	2.9	-1
46	Cc1c(C(=O)NCc2cccc(C(F)(F)F)c2)sc(=O)n1Cc1ccc(F)cc1	6	-3	.	4	.	.	.	-10	-0.1	.
6	CCOc1cccc2sc(=NC(=O)CCS(=O)(=O)c3ccc(F)cc3)n(C)c12	-9	5	.	-1	-14	6	.	2	-0.5	-3&-2
22	COc1ccc(OCc2cc(C(=O)N3CCN(CC4CC4)CC3)no2)c(Cl)c1	-3	.	13	-8	2	-10	8	.	.	1
5	Cc1ccc(CNC(=O)c2ccc(CS(=O)Cc3cccc(Cl)c3)o2)cc1 (centres undefined)	13	2	-15	7	-11	0	1	-1	0.7	1
19	COc1cc(/C=N/N=C2/NC(=O)C(Cc3ccccc3)S2)ccc1O (centres undefined)	7	-5	-3	5	9	29	4	0	0.1	.
23	O=C(NNC(=O)c1c(O)c2ccccc2[nH]c1=O)c1ccccc1	1	-20	23	-5	1	8	0	3	-2.5	-19
31	CC(NC(=O)CSc1nnc(-c2cccnc2)n1N)c1ccccc1 (centres undefined)	-1	-3	11	2	0	5	5	-4	-0.3	3
33	Cc1ccc(CNC(=O)c2ccc(CN3CCOCC3)cc2)cc1	-10	2	38	0	4	2	-3	-10	-0.4	-16
35	CCC1CCC(NC2CCCCNC2=O)CC1 (centres undefined)	-6	6	-5	5	-2	-1	0	-2	1.2	6

Screening data from PubChem BioAssay.

Not all compounds are listed; the hit share may differ from the screen's.
